SKKanGAS inh – SKKanGAS growth inhibition; actives 1.3% (n = 300,000); inhibition, % at 7.5 µM; S. pyogenes SKKanGAS, kanamycin growth, BacTiter-Glo, 6 h;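 active = mean replicate score, as percent of positive control median, at least 50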;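 note: strain carries kanamycin resistance gene driven by streptokinase promoter and grows in 40 µg/ml kanamycin; loss of luminescence reflects streptokinase promoter inhibition or plain growth inhibition; 0% = median of DMSO wells and 100% = positive control at its reference dose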
TRPC4 inh – blocks the mouse TRPC4 cation channel. Q9QUQ5. HEK293 TRPC4beta/mu-opioid, DAMGO-evoked Fluo4 calcium flux; hits give low values. B-score at 10 µM. actives 0.39% (n = 300,000);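 active = B-score over 3 SD under the library average, no early fluorescence shift, positive overall ratio signal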
Target sequence (Q9QUQ5 whole entry, looked up): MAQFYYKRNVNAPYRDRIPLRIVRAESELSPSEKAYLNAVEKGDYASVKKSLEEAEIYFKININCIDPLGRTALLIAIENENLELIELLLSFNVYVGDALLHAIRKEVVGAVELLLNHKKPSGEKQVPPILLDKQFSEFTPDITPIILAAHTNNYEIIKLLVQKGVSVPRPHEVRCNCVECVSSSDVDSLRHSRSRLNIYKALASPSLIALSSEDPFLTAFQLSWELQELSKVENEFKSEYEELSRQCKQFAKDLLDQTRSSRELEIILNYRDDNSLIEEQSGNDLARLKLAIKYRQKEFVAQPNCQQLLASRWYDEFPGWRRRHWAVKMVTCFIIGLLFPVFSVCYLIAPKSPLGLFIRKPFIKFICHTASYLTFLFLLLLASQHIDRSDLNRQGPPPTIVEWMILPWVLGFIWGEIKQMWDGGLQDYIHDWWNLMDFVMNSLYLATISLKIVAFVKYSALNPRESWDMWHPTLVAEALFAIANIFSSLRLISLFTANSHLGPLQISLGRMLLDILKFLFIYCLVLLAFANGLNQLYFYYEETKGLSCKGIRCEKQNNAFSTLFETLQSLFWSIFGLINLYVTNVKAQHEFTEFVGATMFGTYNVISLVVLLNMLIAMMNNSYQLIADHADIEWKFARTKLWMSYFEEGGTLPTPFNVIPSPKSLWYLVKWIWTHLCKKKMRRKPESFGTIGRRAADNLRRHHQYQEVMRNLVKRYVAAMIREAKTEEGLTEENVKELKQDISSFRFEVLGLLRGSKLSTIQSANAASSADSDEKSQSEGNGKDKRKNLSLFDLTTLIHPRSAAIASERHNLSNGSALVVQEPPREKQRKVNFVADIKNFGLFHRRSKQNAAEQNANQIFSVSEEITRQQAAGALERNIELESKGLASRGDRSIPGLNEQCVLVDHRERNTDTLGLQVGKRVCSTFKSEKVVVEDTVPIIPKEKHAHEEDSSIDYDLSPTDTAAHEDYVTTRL
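Material: HEK293 cells with stable TRPC4beta plus mu-opioid receptor expression / Probe or stimulus: DAMGO in two steps, submaximal then maximal / Compound: single concentration per test compound / Technique: kinetic Fluo4 fluorescence imaging of calcium influx / Read-out: per-well B score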
TRPC6 inhibitor – inhibitors of mouse TRPC6 channel; HEK293-TRPC6, membrane potential dye, ACh-evoked depolarization; hits give low values; AID 2553; Q61143; B-score at 10 µM; actives 1.1% (n = 310,000);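 active = B-score under library mean minus 3 SD, initial fluorescence not abnormally high, positive integrated signal ratio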;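 note: B-score derived from integrated fluorescence ratio over the kinetic read; more negative B-score means stronger inhibition of depolarization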
TRPC6 activator – activates the mouse TRPC6 cation channel | B-score at 10 µM | actives 0.13% (n = 310,000) | AID 2550 | HEK293-TRPC6 membrane potential dye fluorescence; hits give high values;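 active = B-score of the integrated fluorescence ratio above library mean plus 3 SD, and starting fluorescence ratio within library mean plus 5 SD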;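 note: higher score means more depolarization so channel activation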
HIF act – HIF pathway transcriptional activation. U2OS HRE-luciferase reporter, luminescence; normalized: DMSO 0%, desferrioxamine 100%. actives 0.32% (n = 300,000). activation, % at 7.5 µM (by protocol);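 active = mean activation of at least 10% of the iron chelator positive control signal, with at least half of replicates also reaching 10%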
KLF5 inhibitor – kruppel-like factor 5 inhibition | DLD-1 KLF5 promoter-luciferase reporter, luminescence | actives 0.23% (n = 290,000) | AID 1700 | inhibition, % at 5 µM;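 active = inhibition above a per-plate limit of that plate's mean compound inhibition plus 3 SD, cut at about 60% in these data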;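 note: 0% = DMSO wells and 100% = LY294002 at 200 µM; higher means less KLF5 promoter-driven luciferase light; inactives centre near -14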
IEC-6 tox – counter-screen for KLF5 inhibitors: cytotoxicity in IEC-6 cells; inhibition, % at 5 µM; IEC-6 cytotoxicity, luminescence viability; actives 0.78% (n = 290,000); in the data active = inhibition above about 22%;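 note: 0% = plate median of test compound wells and 100% = cytotoxic reference compound wells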
MrgX1 antag – human MrgX1 receptor antagonism, primary screen. MRGX1-HEK293 calcium flux, Fluo-4, BAM8-22 antagonism; hits give low values. B-score at 10 µM. Q96LB2. actives 1.3% (n = 310,000). AID 588676;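 active = calcium-response B-score plate-corrected more than 3 library SD below zero, starting fluorescence within 5 deviations, no agonist response on first addition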;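 note: peak minus trough fluorescence over baseline after final BAM8-22 challenge near maximal dose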
TRPC4 PAM – TRPC4 (mouse) allosteric potentiation | Q9QUQ5 | HEK293 TRPC4beta/mu-opioid, DAMGO EC20, Fluo-4 Ca2+ flux; hits give high values | B-score at 10 µM | actives 0.42% (n = 310,000) | AID 2227;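 active = B-score of calcium response area above 5 SD of library B-scores, with initial fluorescence ratio within 5 SD of library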;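 note: B-score of integrated fluorescence ratio over time as area under calcium response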
aSyn UTR inh – 5' untranslated region of α-synuclein, MLPCN primary screen; inhibition, % (tested at 7.5 µM); actives 0.82% (n = 300,000); alpha-synuclein 5'UTR reporter, inhibitor activity; in the data active = inhibition above about 60%;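 note: H4 neuroglioblastoma cells stably carrying SNCA 5'UTR luciferase fusion; 0% = DMSO wells and 100% = positive control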
TRPC4 act – TRPC4 (mouse) channel activation; Q9QUQ5; HEK293 TRPC4beta/mu-opioid, Fluo4 calcium fluorescence; hits give high values; B-score at 10 µM; actives 0.49% (n = 310,000); AID 2237;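 active = B-score above 5 SD of library B-scores, and initial fluorescence ratio not above library mean plus 5 SD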;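 note: positive B-score marks a calcium rise read as TRPC4 activation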
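Technique: kinetic Fluo4 calcium fluorescence; Test system: TRPC4beta and mu-opioid receptor HEK293 stable cells; Measure: B-scored integrated calcium fluorescence ratio; Benchmarks: low control buffer alone, high control maximal DAMGO; Schedule: 45 min room-temperature Fluo4 loading, 110 s read.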
* = called active by the depositor; i = inactive; . = no result given.

SMILES	SKKanGAS inh	TRPC4 inh	TRPC6 inhibitor	TRPC6 activator	HIF act	KLF5 inhibitor	IEC-6 tox	MrgX1 antag	TRPC4 PAM	aSyn UTR inh	TRPC4 act
Cc1ccc(Cc2c(C)nc3nc(SCC(=O)NCCCN4CCOCC4)nn3c2C)cc1	-6	i	i	i	-0.4	2	0	i	i	1	i
C/C(=N\NC(=O)c1cccc(S(=O)(=O)N2CCCC2)c1)c1ccc(OCC(=O)N(C)C)cc1	11	i	i	i	-1.1	.	.	i	i	8	i
Cc1ccc(N2C(=O)c3ccccc3NC2(C(=O)O)c2ccccc2)cc1Cl (stereo not drawn)	-4	i	i	i	1.3	-66	3	i	i	-68	i
CCc1ccccc1N1CC(C(=O)Nc2cc(C)on2)CC1=O (stereo not drawn)	-3	i	i	i	0.5	-15	-4	i	i	22	i
COc1ccccc1CNC(=O)C1CCN(C(=O)NC2CCCCC2)CC1	.	i	i	i	-0.8	7	2	i	i	-3	i
CCCCNC(=O)CSc1nc2ccccc2c(=O)n1CCNC(C)=O	6	i	i	i	-0.4	13	-10	i	i	-1	i
CCOC(=O)C1=C(C)N=C2SC(C)C(=O)N2C1c1ccc(OC(C)=O)c(OCC)c1 (stereo not drawn)	4	i	i	i	-0.3	-30	-3	i	i	8	i
Cc1ccc2cc(C)c3nnc(SCC(=O)c4cccs4)n3c2c1C	3	i	i	i	0.3	0	5	i	i	-12	i
CCCc1cc2c(cc1NC(=O)c1ccccc1Cl)OCO2	-2	i	i	i	-0.1	-3	1	i	i	-4	i
O=C(NNc1c2ccccc2nc2ccccc12)c1cc2ccccc2cc1O	27	i	i	i	0.6	6	-4	i	i	-31	i
COc1ccc(C(C)=O)cc1COC(=O)c1ccc(OCc2c(C)noc2C)cc1	-1	i	i	i	-1.8	-16	-1	i	i	-9	i
COc1ccc(/C=N/NC(=O)c2ccccc2O)cc1Cn1cc(Cl)cn1	1	i	i	i	-0.2	-27	0	i	i	-19	i
CCOP(=O)(OCC)c1nc(-c2ccc(C)cc2)oc1NCc1ccccc1	2	i	i	i	0.0	-11	-7	i	i	13	i
COc1cc(/C=C2\C(=N)N3N=C(S(C)(=O)=O)SC3=NC2=O)cc(OC)c1OCCOc1ccccc1C	20	i	i	i	0.4	-29	0	i	i	4	i
CCCCCC(=O)Cc1cc(O)cc2c1C(=O)Oc1cc(O)c(C(=O)O)c(CCCCC)c1O2	71*	i	i	i	-0.3	.	.	i	i	-8	i
c1ccc(-c2cc(N3CCCCC3)nc(-c3ccccc3)n2)cc1	24	i	i	i	-0.4	-9	-4	i	i	0	i
O=C(CNC(=O)c1ccccc1)NCC(O)c1ccc([N+](=O)[O-])cc1 (stereo not drawn)	1	i	i	i	0.0	-18	5	i	i	-2	i
Cc1ccc(N/N=C2\CC(=O)c3ccccc32)cc1Cl	25	i	i	i	0.1	-18	0	i	i	-59	i
Cn1cccc1Cc1nnc(SCC(=O)NCc2ccco2)n1CCc1ccccc1	3	i	i	i	0.0	-14	1	i	i	-5	i
CC1=CCC(C(=O)O)C(C(=O)O)C1 (stereo not drawn)	5	i	i	i	1.0	11	6	i	i	3	i
O=C(CN1C(=O)NC2(CCCCC2)C1=O)Nc1cc(C(F)(F)F)ccc1N1CCCCC1	2	i	i	i	0.3	.	.	i	i	17	i
CCOC(=O)N1CCN(CC(O)COc2ccc(-c3ccccc3)cc2)CC1 (stereo not drawn)	-15	i	i	i	0.2	-29	-3	i	i	-7	i
Cc1cn(C2OC(COC(=O)c3ccccc3)C(O)C2O)c(=O)[nH]c1=O (stereo not drawn)	7	i	i	i	-0.6	-11	2	i	i	4	i
CCc1noc(C)c1C(=O)Nc1cccc(S(=O)(=O)N(C)c2ccccc2)c1	-1	i	i	i	3.0	.	.	i	i	8	i
O=C(CSc1nc(C2CC2)nc2ccccc12)Nc1cccc(O)c1	-1	i	i	i	-0.1	-13	8	i	i	-31	i

Next compounds
SMILES	SKKanGAS inh	TRPC4 inh	TRPC6 inhibitor	TRPC6 activator	HIF act	KLF5 inhibitor	IEC-6 tox	MrgX1 antag	TRPC4 PAM	aSyn UTR inh	TRPC4 act
O=S(=O)(Nc1ccc(S(=O)(=O)N2CCOCC2)cc1)c1ccccc1	4	.	i	i	0.1	-10	-10	i	i	-10	i
CN(CCOc1ccccc1)C(=S)Nc1ccc(OC(F)F)cc1	-1	i	i	i	1.1	-12	0	i	i	-16	i
CCCn1c(CCC(=O)O)ccc1-c1ccc(F)cc1	1	i	i	i	-0.3	-10	-2	i	i	16	i
Cc1ccc(-c2csc(NCCc3nc4cc(Cl)c(Cl)cc4n3CCOCCO)n2)cc1	29	i	i	i	0.1	.	.	i	i	5	i
CC1=Nc2cc(C(=O)N3CCCC3)ccc2Sc2ccc(C)cc21	10	i	i	i	-0.7	-16	0	i	i	11	i
CC1CCCCN1C(=O)c1cc(F)c(F)cc1Cl (stereo not drawn)	-1	i	i	i	-14	-11	-3	i	i	19	i
Cc1cc(C)c(C#N)c(Nc2ccccc2)n1	.	i	i	i	-0.1	-27	-4	i	i	-2	i
CC(=O)Nc1nc(COc2ccccc2)cs1	-4	i	i	i	3.0	-107	-1	i	i	-137	i
CC1(C)Oc2ccc3ccc(=O)oc3c2C(/C=N/O)=C1Cl	0	i	i	i	-0.2	-28	4	i	i	11	i
COc1ccc(C2=NOC(C(=O)NCc3ccc(F)cc3)C2)cc1 (stereo not drawn)	-7	i	i	i	1.1	-16	6	i	i	1	i
CCCc1nnc(NC(=O)C(=O)NCCN(C)C)s1	3	i	i	i	0.4	4	9	.	i	-4	i
COc1ccc(OC)c(NC(=O)C(CCS(C)(=O)=O)NC(C)=O)c1 (stereo not drawn)	-6	i	i	i	0.4	.	.	i	i	7	i
O=C(O)CSc1nnc(-c2cc3ccccc3o2)n1-c1ccccc1	1	i	i	i	0.0	-14	0	i	i	4	i
COc1cc(NS(=O)(=O)c2ccc(NC(=O)CN3C(=O)c4ccccc4C3=O)cc2)ncn1	4	i	i	i	-0.3	-13	-2	i	i	-7	i
Cc1ccc(S(=O)(=O)N(C)CC(=O)N2CCc3ccccc32)cc1	0	i	i	i	-0.3	-10	-1	i	i	0	i
CCC(C)NC(=O)CC(NS(=O)(=O)c1ccc(C)cc1)c1ccc(OC)cc1 (stereo not drawn)	-4	i	i	i	-0.2	8	2	i	i	-20	i
COc1ccc(CCNC(=O)CN2C(=O)COc3ccc(S(=O)(=O)N4CCOCC4)cc32)c(OC)c1	5	i	i	i	-0.3	-50	-6	i	i	11	i
CCOC(=O)C1=C(CC)OC(N)=C(C#N)C1c1ccc(OC)cc1OC (stereo not drawn)	4	i	i	i	-0.3	12	-6	i	i	18	i
COc1cccc2cc(C(=O)NCc3ccc(Cl)cc3)c(=N)oc12	11	i	i	i	-0.5	-24	-9	i	i	-9	i
COc1ccccc1CNC(=O)c1cccs1	5	i	i	i	-0.5	-29	5	i	i	2	i
COc1ccccc1Nc1nnc(Cc2ccccc2)c(=O)[nH]1	5	i	i	i	-0.4	-4	0	i	i	-15	i
CN1CCN(c2ccc(Cl)cc2NC(=O)c2ccc(=O)n(C)n2)CC1	0	i	-9*	i	-0.4	0	4	i	i	-2	i
CCOC(=O)c1oc2ccccc2c1NC(=O)c1cccc(OC)c1	-9	i	i	i	-0.2	-55	-5	i	i	44	i
Cc1ccc(NC(=O)CSc2nc(=O)n(CCCN(C)C)c3c2CCC3)c(C)c1	-1	i	i	i	-5.6	.	.	i	i	11	i
COc1ccc(CNC(=O)[C@H](C)NC(=O)C2CC(=O)N(c3ccc(OC)cc3)C2)cc1 (stereo partly drawn)	-3	i	i	i	-0.1	-13	-7	i	i	-4	i

The last two records of the part above are carried over, then new ones follow:
SMILES	SKKanGAS inh	TRPC4 inh	TRPC6 inhibitor	TRPC6 activator	HIF act	KLF5 inhibitor	IEC-6 tox	MrgX1 antag	TRPC4 PAM	aSyn UTR inh	TRPC4 act
Cc1ccc(NC(=O)CSc2nc(=O)n(CCCN(C)C)c3c2CCC3)c(C)c1	-1	i	i	i	-5.6	.	.	i	i	11	i
COc1ccc(CNC(=O)[C@H](C)NC(=O)C2CC(=O)N(c3ccc(OC)cc3)C2)cc1 (stereo partly drawn)	-3	i	i	i	-0.1	-13	-7	i	i	-4	i
COc1ccc(S(=O)(=O)n2nc(-c3ccc(Cl)cc3)cc2N)cc1	-16	i	i	i	1.6	-16	1	i	i	-26	i
Cc1ccc2c(c1)N(C(=O)CCC(=O)NCCN1CCOCC1)CC(C)O2 (stereo not drawn)	-5	i	i	i	-0.2	-8	-4	i	i	-3	i
CCN(CC)CCN(Cc1cc2cc(C)c(C)cc2[nH]c1=O)C(=S)NCc1ccco1	0	i	i	i	-0.4	8	2	i	i	20	i
CCOC(=O)Cc1csc(NC(=O)COc2ccc3c(c2)CCC3)n1	0	i	i	i	0.6	-20	2	i	i	7	i
COc1ccc(N2C(=O)CS/C2=N\C(=S)Nc2ccccc2)cc1	2	i	i	i	0.9	-9	0	i	i	9	i
CNc1c(NS(=O)(=O)c2ccc3c(c2)CCCC3)c(=O)oc2ccccc12	-2	i	i	i	0.7	-9	-1	i	i	0	i
CC(C)(C)c1ccc(-c2nn(CCC#N)cc2/C=N/O)cc1	8	i	i	i	-0.1	-9	12	i	i	-4	i
O=C(COc1ccccc1Cl)Nc1ccc(CN2CCCCC2)cc1	3	i	i	i	0.1	9	7	i	i	10	i
O=C(CN(Cc1ccco1)C(=O)CCC(=O)Nc1nccs1)NCc1ccccc1	2	i	i	i	0.3	-35	-4	i	i	3	i
O=C(Nc1ccccc1Cl)c1sccc1-c1ccccc1	26	i	i	i	-0.3	-24	-7	i	i	10	i
CCc1ccc(N(C(=O)CNC(=O)c2ccco2)C(C(=O)NC2CCCC2)c2ccncc2)cc1 (stereo not drawn)	-1	i	i	i	0.4	-20	3	i	i	-11	i
CC(=O)Nc1cc(C)nn1-c1nc(C)cc(C)n1	3	i	i	i	-0.4	-6	7	i	i	6	i
CCOc1cc(/C=N\NC(N)=O)cc(Br)c1OC(C)C	-6	i	i	i	-0.3	27	4	i	i	62*	i
COC(=O)c1ccc(N2CCOCC2)c(NC(=O)c2cccs2)c1	-10	i	i	i	0.2	-12	1	i	i	8	i
COc1ccc2c(c1)c(CC(=O)Nc1ccccc1OC)c(C)n2C(=O)c1ccc(Cl)cc1	3	i	i	i	-0.2	-8	-1	i	i	-19	i
COc1ccc(OCCCSc2ncccn2)cc1	1	i	i	i	2.4	-110	4	i	i	-168	i
N=C1/C(=C\c2ccc(OC(=O)c3ccccc3Cl)cc2)C(=O)N=C2SC(N3CCOCC3)=NN12	53*	i	i	i	-0.1	-28	-1	i	i	-13	i
c1ccc(CNc2nnnn2-c2ccccc2)cc1	3	i	i	i	-0.3	4	-3	i	i	-13	i

Screening results from PubChem BioAssay.
